OXTR potentiator – potentiates the human oxytocin receptor response. AID 2445. CHO-OTR cells, Fluo-8 calcium fluorescence, potentiator mode; 0% = oxytocin EC15, 100% = EC100. activation, % at 3 µM. 0.061% of 320,000 active;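 active = activation above that plate's cutoff, the mean activation of tested compounds plus 3 SD, cut at about 6.6% in these data, passing the limit was not always enough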;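 also: 100% uses oxytocin at 75 nM as the full agonist control; some results filed as inactive read as strong as hits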
Target sequence (P30559 whole entry, looked up): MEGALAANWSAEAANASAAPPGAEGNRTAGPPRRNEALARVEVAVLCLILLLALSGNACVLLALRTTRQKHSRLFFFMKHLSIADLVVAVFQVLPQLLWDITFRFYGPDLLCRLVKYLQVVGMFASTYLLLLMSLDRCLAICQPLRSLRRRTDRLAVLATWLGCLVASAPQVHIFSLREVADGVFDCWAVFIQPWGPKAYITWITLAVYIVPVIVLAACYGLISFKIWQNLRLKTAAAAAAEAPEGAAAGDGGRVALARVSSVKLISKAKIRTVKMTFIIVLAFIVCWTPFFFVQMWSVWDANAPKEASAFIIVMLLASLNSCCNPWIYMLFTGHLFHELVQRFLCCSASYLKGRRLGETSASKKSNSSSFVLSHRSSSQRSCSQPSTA
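Dosing: Single dose, 3.0 µM nominal final compound concentration | Material: Human OTR in CHO cells | Technique: Kinetic Fluo-8 calcium fluorescence | Benchmarks: EC15 oxytocin alone as 0%, 75 nM oxytocin as 100% | Probe or stimulus: Oxytocin at about EC15, sub-maximal agonist stimulus | Incubation: Compound 6 min at room temperature before oxytocin, 100 s read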
CHRM1 PAM – potentiates human M1 receptor response to acetylcholine. P11229. CHO-K1 hM1, Fluo-8 calcium fluorescence, ACh EC20; 0% = ACh EC20, 100% = maximal ACh. activation, % at 3 µM. 0.088% of 360,000 active. AID 588819; in the data active = activation above about 19%, passing the limit was not always enough
Target sequence (P11229 whole entry, looked up): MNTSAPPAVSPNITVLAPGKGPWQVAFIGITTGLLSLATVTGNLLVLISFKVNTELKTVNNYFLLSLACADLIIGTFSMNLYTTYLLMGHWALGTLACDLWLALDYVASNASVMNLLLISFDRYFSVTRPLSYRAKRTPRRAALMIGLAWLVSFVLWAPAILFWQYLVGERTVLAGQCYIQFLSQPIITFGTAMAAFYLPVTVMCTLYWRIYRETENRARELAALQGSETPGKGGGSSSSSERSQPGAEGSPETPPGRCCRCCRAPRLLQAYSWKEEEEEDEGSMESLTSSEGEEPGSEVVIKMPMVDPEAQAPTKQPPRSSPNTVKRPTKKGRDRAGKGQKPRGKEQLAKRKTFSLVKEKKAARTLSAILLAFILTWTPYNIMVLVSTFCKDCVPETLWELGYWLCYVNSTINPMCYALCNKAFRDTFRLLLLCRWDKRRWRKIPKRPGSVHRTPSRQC
M1 antag – blocks human M1 muscarinic receptor; P11229; CHO-K1 hM1, Fluo-8 calcium fluorescence, ACh EC80 antagonist; inhibition, % at 3 µM; 1.3% of 360,000 active; AID 588852;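 active = percent inhibition above its own plate's cutoff, namely the mean of that plate's compound wells plus 3 SD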;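 also: peak over basal fluorescence ratio during 140 s after agonist addition; 0% = ACh EC80 plus DMSO and 100% = DMSO alone without agonist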
CHRM1 agonist – human M1 muscarinic receptor agonism | CHO-K1 hM1, Fluo-8 calcium fluorescence, agonist mode; 0% DMSO, 100% acetylcholine EC100 | 0.33% of 360,000 active | AID 588814 | activation, % at 3 µM;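 active = activation above the run's mean compound activation plus 3 SD, cut at about 16% in these data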;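 also: peak over basal fluorescence ratio within a 140 s kinetic read after compound addition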
CHO parental Ca – counter-screen for OX1R antagonists: effect in parental CHO cells; 0.63% of 330,000 active; inhibition, % at 5.6 µM; parental CHO-K1, ATP-induced calcium, Fluo-8 fluorescence;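 active = inhibition above that plate's mean sample inhibition plus 3 SD, cut at about 26% in these data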;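 also: 0% = ATP-challenged DMSO wells and 100% = DMSO wells without ATP; some compounds past the cut are filed as inactive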
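Material – parental CHO cells · Reagent – ATP stimulus · Compound – single nominal dose of 5.6 µM per compound · Detection – Fluo-8 fluorescence · Read-out basis – percent inhibition of calcium signal · Controls – ATP-challenged DMSO wells low, unchallenged DMSO wells high · Repeats – no replicates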
CHO-K1 Ca antag – nonselective inhibitor or artifact in parental CHO-K1 cells; ATP-induced calcium, Fluo-8 fluorescence; inhibition, % at 3 µM; 0.6% of 360,000 active;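 active = inhibition above a per-plate cutoff, the plate's mean sample inhibition plus 3 SD, cut at about 24% in these data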;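 also: 0% = DMSO plus EC80 ATP and 100% = DMSO alone without ATP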
CHRM4 agonist – CHRM4 agonism in calcium assay | 0.14% of 360,000 active | activation, % at 3 µM | CHO-K1 hM4/Gqi5, Fluo-8 calcium fluorescence; vehicle 0%, full acetylcholine response 100% | AID 624127;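 active = activation above the run mean over all test wells plus 3 SD, cut at about 32% in these data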;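 also: peak over basal fluorescence ratio per well then scaled between controls; 0% = DMSO wells and 100% = acetylcholine at EC100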
CHO-K1 Ca ag – counter-screen for M1 agonists: effect in parental CHO-K1 cells | Fluo-8 calcium fluorescence; scaled to maximal ATP response, vehicle zero | activation, % at 3 µM | 0.48% of 360,000 active; in the data active = activation above about 15%;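 also: untransfected CHO-K1 host cells lacking M1 receptor as counterscreen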
M4 antag – antagonists of human muscarinic M4 receptor (CHRM4); inhibition, % at 3 µM; P08173; CHO-hM4 cells, ACh EC80, Fluo-8 calcium fluorescence; AID 624125; 0.73% of 360,000 active;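 active = inhibition above its plate's cutoff, the mean inhibition of sample wells plus 3 SD, cut at about 27% in these data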;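 also: 0% = acetylcholine EC80 with DMSO and 100% = DMSO without agonist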
* marks the source's active call; other numbers are inactive results; x = no result given.

SMILES	OXTR potentiator	CHRM1 PAM	M1 antag	CHRM1 agonist	CHO parental Ca	CHO-K1 Ca antag	CHRM4 agonist	CHO-K1 Ca ag	M4 antag
O=C(CNC(=O)c1cccc(Br)c1)NCCc1nc2ccccc2[nH]1	4	7	2	-2	-17	-13	1	0.8	-5
Cc1ccc(C2C(C#N)=C(N)Oc3cc(C)oc(=O)c32)o1 (stereo not given)	2	8	-10	-3	-5	-6	0	1.0	-4
Cc1ccc(OCC(=O)O/N=C(\N)c2cccnc2)cc1	-11	6	-8	-2	-9	-9	1	0.5	2
COc1ccc(NCC(=O)Nc2cc(S(=O)(=O)N3CCOCC3)ccc2N2CCOCC2)c(OC)c1	-3	7	-11	-3	-10	-5	0	0.5	-10
O=C(O)c1cccc(-c2csc(C(O)c3ccc(F)c(F)c3)n2)c1 (stereo not given)	x	4	-7	-1	x	-16	2	0.4	-14
COc1ccc(Cl)c(-c2cc(C(=O)Nc3ccccc3)[nH]n2)c1	x	-5	0	-1	x	-7	9	3.5	2
CN1CCN(C(=O)CC2(CC(=O)O)CCCC2)CC1	9	9	-10	-5	0	-16	1	1.6	-6
COc1ccc(CCN2C(=O)CC(NC34CC5CC(CC(C5)C3)C4)C2=O)cc1OC (stereo not given)	3	7	-9	-5	-5	-15	12	5.5	-5
COc1ccc(OCc2cc(C(=O)NC3CCOCC3)no2)c2ccccc12	-11	-4	3	-3	-4	-13	5	3.2	-4
COC(=O)CC1=Nc2ccccc2NC(=O)C1	-15	1	0	-4	10	-3	0	0.3	0
O=C(Cc1ccc(O)cc1)N/N=C/c1cccnc1	x	18	-25	-1	x	3	0	0.1	5
COCC(C)n1c(SCC(=O)NCCC2=CCCCC2)nc2ccccc2c1=O (stereo not given)	-5	4	-3	11	-21	5	-1	-0.2	5
Cc1cc(=O)[nH]c(=O)n1Cc1ccccc1	-7	18	-7	-1	-2	-7	2	-0.3	-13
CC1(C(=O)Nc2cccc(C(F)(F)F)c2)Cc2c(-c3ccccc3)ccnc2O1 (stereo not given)	x	8	-16	-3	x	-11	1	1.1	-11
Clc1ccc(-c2nc3ccncc3[nH]2)cc1	6	10	-7	-7	-1	4	0	-0.4	-1
Cc1ccc(-c2cc(-c3ccc(F)cc3)n[nH]2)c(O)c1	x	12	-14	-1	x	2	-1	0.2	-6
CC(C)[C@H](NC(=O)Nc1ccc2c(c1)OCCO2)C(=O)O	-1	4	-5	-2	-3	-18	0	0.1	7
COc1ccc(C(=O)OCC(=O)Nc2cc(C)on2)cc1F	x	3	-4	1	x	-7	2	0.5	-22
Cc1ccc2c(c1)N(S(=O)(=O)c1ccc(CN3C(=O)c4cccnc4C3=O)cc1)CCO2	-7	19	-2	7	-9	1	-1	0.3	5
CCOc1ccccc1C1c2cc3c(cc2OC(C)(N2CCCC2)C1C)OCO3 (stereo not given)	-4	7	-12	-3	-18	-2	0	0.2	-1
COc1ccc(C(=O)Nc2ccc(C(=O)N3CCCC3)cc2)cc1[N+](=O)[O-]	-3	22	-2	7	1	0	0	-0.5	-4
O=C(CSc1ccccc1C(=O)N1CCN(c2ccc([N+](=O)[O-])cc2)CC1)N1CCCC1	-1	-16	24	-5	-9	6	9	3.9	4
CN1CCN(c2ccc(CNC(=O)c3ccco3)cc2)CC1	-9	4	-5	-5	6	6	1	18*	-10
CCOC(=O)C1(CC)NC(c2ccco2)C2C(=O)N(CC)C(=O)C21 (stereo not given)	-10	6	-9	-1	-26	14	1	0.0	6

Part of the list above in order of SMILES length, low to high.
SMILES	OXTR potentiator	CHRM1 PAM	M1 antag	CHRM1 agonist	CHO parental Ca	CHO-K1 Ca antag	CHRM4 agonist	CHO-K1 Ca ag	M4 antag
CC(C)[C@H](NC(=O)Nc1ccc2c(c1)OCCO2)C(=O)O	-1	4	-5	-2	-3	-18	0	0.1	7
CCOC(=O)C1(CC)NC(c2ccco2)C2C(=O)N(CC)C(=O)C21 (stereo not given)	-10	6	-9	-1	-26	14	1	0.0	6
CC1(C(=O)Nc2cccc(C(F)(F)F)c2)Cc2c(-c3ccccc3)ccnc2O1 (stereo not given)	x	8	-16	-3	x	-11	1	1.1	-11
COc1ccc(CCN2C(=O)CC(NC34CC5CC(CC(C5)C3)C4)C2=O)cc1OC (stereo not given)	3	7	-9	-5	-5	-15	12	5.5	-5

New compounds follow:
SMILES	OXTR potentiator	CHRM1 PAM	M1 antag	CHRM1 agonist	CHO parental Ca	CHO-K1 Ca antag	CHRM4 agonist	CHO-K1 Ca ag	M4 antag
CC(C)CC(NC(=O)C1CCC(=O)N1)C(=O)NC(CC(C)C)C(=O)N1CCCC1C(N)=O (stereo not given)	-5	11	-19	-2	0	-6	0	0.8	4
Cc1sc(-c2ccncc2)nc1OC(=O)c1ccc(F)cc1F	-10	6	-6	-13	-15	-7	0	0.5	3
COc1cccc(CNC(=O)CCNC(=O)Cn2ccc3ccccc3c2=O)c1	-7	5	-5	-3	-8	1	0	1.2	4
CCC(C)NC(=O)Cn1cc(S(=O)(=O)N2CCCC2)c(S(=O)(=O)N2CCCC2)c1 (stereo not given)	-6	5	-12	-2	-12	-19	1	0.1	-16
Cc1cc(C)nc(SCc2ccc(C(=O)N/N=C/c3ccco3)cc2)n1	-9	-1	-2	3	-13	-6	0	0.0	-8
Cc1ccsc1C(=O)NNC(=O)c1cccc(S(=O)(=O)N2CCCC2)c1	-2	10	-7	-4	3	0	3	1.3	5
O=C(Nc1ccc(S(=O)(=O)N2CCCC2)cc1)c1ccc(F)cc1	x	6	-5	-3	x	-20	1	0.1	-2
Cc1cc(C(=O)NCc2cccc(Cl)c2)c2ccccc2n1	-9	-6	5	-10	-11	-10	4	2.2	5
CC1CC(C)(C)CC2(C1)NC(=O)N(CC(=O)NCCc1ccc3c(c1)OCCO3)C2=O (stereo not given)	-22	10	-14	-4	-4	-19	4	2.6	-7
COc1cc2[nH]c(=O)c(C(=O)NCCCN3CCOCC3)c(O)c2cc1OC	-4	9	-4	-9	-13	4	0	-0.8	10
CCCN1CCC(NC(=S)Nc2ccc(S(N)(=O)=O)cc2)CC1	-1	-6	5	-5	-2	-1	2	-0.6	1
COc1ccccc1NC(=S)N(CCCN1CCOCC1)Cc1cn(C)c2ccccc12	-3	-5	9	-4	-27	9	2	0.3	10
CCc1nc2nc(C)cc(C)n2c1Nc1ccc(OC)cc1	x	x	x	x	x	-7	-3	-0.3	-12
Cc1cc(C)n(-c2nc(SCCN(C)C)c3c4c(sc3n2)CCCC4)n1	0	-7	4	-7	-23	-14	7	3.2	0
CC(C)NC(=O)c1cccc(Br)c1	0	10	-10	-4	7	-12	1	-0.2	4
CSc1cccc(NC(=S)Nc2ccc(F)cc2)c1	-8	4	2	2	-11	6	5	5.5	-8
Fc1ccc(-c2nc3ccc(Br)cn3c2Cc2cccc(F)c2)cc1	x	5	-21	-2	x	-18	-1	0.1	-18
Nc1nc2c(s1)CCc1c-2cnn1-c1ccccc1	-15	-3	7	-3	-16	6	2	0.4	-2
CCOc1cc(C(=O)Nc2ccc(S(=O)(=O)N3CCOCC3)cc2)cc(OCC)c1OCC	-2	2	3	-2	-7	-7	0	0.2	4
COc1ccc(NC(=O)c2cccnc2NCCc2ccccc2)cc1	-7	5	-6	-8	-24	-6	2	0.2	-11
O=C(/C=C/[C@H]1O[C@@H](n2cnc3c(NC(=O)c4ccccc4)ncnc32)[C@H](O)[C@@H]1O)NCCc1ccc(F)cc1	x	0	-30	-5	x	-31	0	0.3	9
CCN(CC)CC(=O)NC12CC3CC(CC(C3)C1)C2	-1	8	-7	-5	-10	-16	1	0.8	-6
Nc1nc2n(n1)C(c1cccc(Br)c1)CC(c1ccccc1)N2 (stereo not given)	-12	1	-3	1	-4	8	9	1.3	-20
O=C(c1cc(F)c(F)cc1Cl)N1CCN(S(=O)(=O)c2cccs2)CC1	x	-1	1	-5	x	13	4	0.6	11
COCCNC(=O)C1(C)CCCN(Cc2ccccc2N(C)C)C1 (stereo not given)	x	1	-2	-8	x	-7	0	0.6	7
COc1ccccc1NC(=O)/C=C/C(=O)O	-19	2	-2	-5	4	-8	2	-0.2	-17
CC(C)Cn1[nH]c2c3c(ccc2c1=O)C(=O)c1ccccc1C3=O	-2	8	-11	-5	-25	-2	0	0.1	-15
CC(=O)OC[C@H]1O[C@@H](n2ccc(=O)[nH]c2=S)C(OC(C)=O)C1OC(C)=O (stereo not given in full)	-2	7	0	-4	-7	-6	0	1.0	1
CCOC(=O)CC(=O)CSc1nc2ccc(C)cc2cc1C#N	-7	-5	-14	16	7	-23	3	4.9	3
CC(C)=CC(=O)OCC(=O)Nc1ccccc1Cl	-17	2	-2	-4	-7	-2	0	-0.6	2
N#C/C(=C(/O)COC(=O)CSc1ccc2ccccc2c1)c1nc2ccccc2[nH]1	-20	0	3	-1	-13	-14	11	6.2	-13
C(=Cc1cnnc2ccccc12)c1ccccc1	x	-4	7	-8	x	-7	1	0.0	2
c1ccc(CNc2nc(NCCOc3ccccc3)c3sccc3n2)cc1	x	-28	43*	19*	x	28*	58*	35*	54*
CC(C)(C)c1ccc(C(=O)NCc2ccc(Cl)cc2)cc1	-1	0	-1	0	6	9	3	-0.4	-7
Cc1ccc(OCCCC(=O)Nc2cc(S(=O)(=O)N3CCOCC3)ccc2N2CCOCC2)cc1	x	2	0	-1	x	-16	0	0.7	-5
Cc1sc2nc(SCC(=O)NCc3ccco3)n(C)c(=O)c2c1C	-15	-1	-1	-3	-23	10	3	-0.1	4
O=C(Nc1cccc(NC(=O)c2cncc(Br)c2)c1)c1cncc(Br)c1	-7	-4	5	1	-10	-6	23	8.7	2
O=[N+]([O-])c1cc([N+](=O)[O-])c(Oc2cncc(Cl)c2)cc1NC1CCCCCCC1	-4	11	-4	-5	-10	-3	2	0.0	2
CC(C)C(=O)N1CCC1(C)C(=O)NS(=O)(=O)c1cccs1 (stereo not given)	x	-3	7	-4	x	-11	1	0.8	-22
O=C(CSc1nnnn1-c1cccc2ccccc12)N1CCOCC1	2	1	-1	-1	-12	4	1	0.1	0
COc1cc(CC(=O)OCC(=O)N2CC(=O)Nc3ccccc32)cc(OC)c1OC	-5	1	4	-3	0	-7	3	1.9	2
COCCNC(=O)CSc1nc2ccc(N3CCOCC3)cc2c(=O)n1CCc1ccccc1	-6	-3	5	-2	-8	10	2	0.1	13
O=C(CC(=O)c1ccccc1O)c1cccc(F)c1	-16	3	-1	-4	-24	-3	1	0.1	4
O=C(O)c1cn(-c2ccccc2)nc1-c1ccc(F)cc1	-9	1	2	4	-3	-14	1	0.6	-4
Cc1ccnc(NC(=O)CN2C(=O)c3ccccc3C2=O)c1	-16	-5	4	-3	0	2	0	-0.6	0
Cc1cc(C)c(NC(=O)c2sc3nc4c(cc3c2N)C(=O)CC(C)(C)C4)c(C)c1	-10	7	-6	-5	-7	-2	2	3.4	2
COC(=O)c1c(NC(=O)c2nc3nc(C)cc(C(F)F)n3n2)sc2c1CCC2	-7	2	1	-1	-14	11	0	-0.3	-13
